Compound activity from PubChem.
MCF10A rerep: A quantitative high throughput screen for small molecules that induce DNA re-replication in MCF 10a normal breast cells; AID 624296, 2012; actives 2.9% (n = 350,000); Potency, µM (titrated, usually from 46.1 µM), for the others: at the highest dose activity, positive = re-replication, usual class: activators; MCF 10A DNA re-replication, Hoechst nuclear intensity, 48 h; further: potency means the concentration at half of the fitted maximal effect; % of control where 0% means no effect; nearly all actives have a fitted effect of over 50% in size
S2 tox: Viability Counterscreen for Primary qHTS for Inhibitors of ATXN expression; S2 cells (HEK-293 line with an ATXN2-luciferase reporter) viability, CellTiter-Fluor protease fluorescence, 24 h; Potency, µM (series often up to 56.7 µM), hits mostly cytotoxic; actives 0.49% (n = 400,000); further: potency means the concentration at half of the fitted maximal effect; nearly all actives have a fitted effect of over 40% in size
HT1080 IDH1KD tx: qHTS for induction of synthetic lethality in tumor cells producing 2HG: qHTS for the HT-1080-IDH1KD cell line; HT-1080 IDH1 knockdown viability, ATP luminescence, 48 h; AID 686971, 2013; actives 2% (n = 360,000); Potency, µM (doses to about 46.1 µM), inactives show top-dose activity, negative = toxicity, most hits filed as cytotoxic;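 further: potency means the concentration at half of the fitted maximal effect; 0% = DMSO wells and -100% = cell-free medium wells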
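IDH1KD HT-1080 cells, 750/well, RPMI + 5% FBS; compound pinned after 2 h settling; 48 h, 37 °C; CellTiter-Glo luminescence; % activity normalised to DMSO and no-cell wells; curves fitted, classed by r2 and efficacy.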
ATXN2 expr inh: Primary qHTS for Inhibitors of ATXN expression; HEK-293 ATXN2-luciferase reporter, luminescence, 24 h; Potency, µM (highest dose often 57 µM), for the others: top-dose activity change, negative = inhibition, most hits filed as inhibitors; actives 0.72% (n = 360,000); AID 1745845, 2022; further: potency means the concentration at half of the fitted maximal effect; on the % scale 0 is the no-effect control and ±100 the full control effect; nearly all actives have a fitted effect of over 55% in size
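qHTS (up to 57 uM final) was run with 24 h compound exposure of reporter cells at 37 °C. Each well was multiplexed: SteadyGlo luminescence measured ATXN2-luciferase expression after a fluorogenic Gly-Phe-AFC viability readout (25 uM final).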
HepG2 viability: qHTS for Inhibitors of TGF-b: Cytotox Counterscreen; HepG2 CAGA-GFP viability, ATP luminescence, 18 h; Potency, µM (highest dose often 46.1 µM), without a hit: top-dose activity change, negative = cytotoxicity, usual class: cytotoxic; actives 0.76% (n = 410,000); AID 588856, 2011; further: potency means the concentration at half of the fitted maximal effect; some results filed as inactive show a strong effect at the top dose
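CellTiter-Glo luminescence gave cytotoxicity after 18 hours at 37 degrees C. The cells were HepG2 CAGA-GFP in 1% FBS DMEM, stimulated with 500 pg/mL TGF-beta after compound addition. %Activity was normalised to no-cell wells (complete cell-killing) and DMSO (no toxicity), and curves were fitted and classified.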
IL-1B inflam inh: qHTS for Inhibitors of Inflammasome Signaling: IL-1-beta AlphaLISA Primary Screen; AID 743279, 2014; actives 4.7% (n = 360,000); THP-1 LPS/ATP IL-1B secretion, AlphaLISA, 16 h; stronger effect = lower value; activity change, % at 57.5 µM; in the data active means activity change below about -50%; inconclusive means mostly about -30% to -49%; further: on the % scale 0 is the no-effect control and ±100 the full control effect
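Secreted IL-1B measured by AlphaLISA bead assay after 16 h compound exposure of THP-1 cells; compounds (final up to 57.5 uM) added 1 h before LPS (250 ng/mL) and ATP (1.25 mM) stimulation; lower signal means less secretion.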
HT1080-NT tox: qHTS for induction of synthetic lethality in tumor cells producing 2HG: qHTS for the HT-1080-NT fibrosarcoma cell line; HT-1080-NT fibrosarcoma viability, CellTiter-Glo ATP luminescence, 48 h; Potency, µM (top dose mostly 46.1 µM), inactives show top-dose activity, negative = less viability, most hits filed as cytotoxic; actives 1.6% (n = 360,000); AID 686970, 2013;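 further: NT is the 2HG producing partner of a matched IDH1 knockdown line; potency means the concentration at half of the fitted maximal effect; 0% = DMSO-treated cells and -100% = media-only wells without cells; nearly all actives have a fitted effect of over 55% in size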
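HT-1080-NT; 750 cells/well; 5% FBS RPMI; 48 h compound, 37 degrees C; CellTiter-Glo luminescence; curve fitting and curve-class assignment.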
SW480 rereplic: A quantitative high throughput screen for small molecules that induce DNA re-replication in SW480 colon adenocarcinoma cells. Potency, µM (highest dose often 46.1 µM), without a hit: at the highest dose re-replication activation, most hits filed as activators. SW480 DNA re-replication, Hoechst DNA content imaging, 48 h. actives 1.8% (n = 340,000); further: potency means the concentration at half of the fitted maximal effect; % of control where 0% means no effect; nearly all actives have a fitted effect of over 55% in size
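Treated cells incubate 48 hr (37 C, 5% CO2), are stained 40 min with Hoechst, and nuclear fluorescence is enumerated; a rise in nuclei with high DNA signal marks re-replication.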
KB-3-1 tox: qHTS assay for MDR1-selective chemotherapeutics: Primary screen using the parental adenocarcinoma cell KB-3-1; KB-3-1 viability, CellTiter-Glo ATP luminescence, 72 h; Potency, µM (highest dose often 46.1 µM), for inactives: at the highest dose activity change, negative = cytotoxic, actives largely listed as cytotoxic; actives 1.4% (n = 400,000); further: potency means the concentration at half of the fitted maximal effect; on the % scale 0 is the no-effect control and ±100 the full control effect; nearly all actives have a fitted effect of over 60% in size
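Cytotoxicity measured as CellTiter-Glo luminescence after 72 h at 37 C. Compound titrations were pinned onto drug-naive KB-3-1 parental adenocarcinoma cells grown in DMEM with 10% FBS, and normalized data fitted to concentration-response curves.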
* = called active by the depositor; i = inactive; ? = inconclusive; . = not tested or not shown; [ ] = remark or other dose. Unless noted, the call rests on the fitted dose curve; in most records, active means well fitted curve in the direction sought with a large enough effect; inconclusive means small, poorly fitted or top-dose-only effect, or another doubt; inactive means no such curve, though single readings can be large; an effect the other way counts as inactive or inconclusive.

SMILES	MCF10A rerep	S2 tox	HT1080 IDH1KD tx	ATXN2 expr inh	HepG2 viability	IL-1B inflam inh	HT1080-NT tox	SW480 rereplic	KB-3-1 tox
O=C(N/N=C\c1ccc(OC(=O)c2ccco2)cc1)c1ccc(Cl)cc1	-2%	?	-18%	10%	-19%	-6	-18%	-58%[inhibitor]	-4%
CCOC(=O)c1c(C)[nH]c(C(=O)N/N=C/c2ccc(Br)cc2)c1C	?	?	0.092µM*	-34%	0%	14	0.15µM*	0.73µM*	?
COc1ccc(/C=C/CN2CCC(n3nccc3NC(=O)C3CCCC3)CC2)cc1	3%	i	-7%	-15%	-18%	?	-19%	21%	2%
COc1cc(CN(C(C)=O)c2ccccc2C(=O)O)ccc1[N+](=O)[O-]	1%	i	7%	10%	-7%	4	16%	-2%	6%
O=C(NC(=S)NC1C2CC3CC(C2)CC1C3)c1ccccc1 (configuration not stated)	?	i	?	0%	-18%	68	-27%	21%	17%
CCOc1cc(C=O)ccc1OS(=O)(=O)c1ccc(NC(C)=O)cc1	8%	?	-16%	.	-29%	22	-13%	-5%	0%
Cc1cccc(C(=O)NNC(=O)c2ccccc2O)c1	-9%	i	?	.	-35%	32	-27%	?	?
O=C(N/C(=C\c1ccc([N+](=O)[O-])cc1)C(=O)N1CCOCC1)c1ccccc1	1%	i	8%	-4%	-15%	20	20%	7%	12%
CCOC(=O)c1cnc2ccc(Br)cc2c1NCCCN1CCOCC1	14%	i	-17%	-19%	-14%	-19	1%	-1%	0%
Cc1nn(C)cc1CN1CCC(n2nccc2NC(=O)CCCc2ccccc2)CC1	11%	i	1%	-11%	-33%	-3	-2%	0%	1%
O=C(Nc1cccc(S(=O)(=O)N2CCOCC2)c1)c1ccc(N2CCCC2=O)cc1	29%	i	-2%	-1%	-1%	-10	1%	14%	-1%
Cc1cc(CC(C)C)n(-c2nc3ccccc3c(=O)n2OCC(=O)N(C)C)n1	3%	i	-1%	28%	14%	-14	-8%	-3%	-1%
Cc1ccc(C(=O)OCC(=O)Nc2ccc(Cl)cn2)s1	-1%	i	0%	9%	-10%	18	5%	-18%	10%
CNC(=O)CSc1nccn1Cc1ccc(Cl)cc1	-1%	i	-8%	-7%	-6%	2	0%	-1%	-8%
CC(=O)O[C@@H]1[C@@]2(C)O[C@H]2CC[C@]23O[C@H]2[C@H](OC3=O)C2=C(C)C(=O)O[C@@]21O	?	i	-17%	-30%	-21%	?	-2%	?	6%
[O-][N+](=Cc1ccccc1)CC1(O)CCCCC1	.	i	-6%	.	-2%	-12	-1%	.	0%
COc1ccccc1NC(=O)CSc1nc2nc(C)cc(C)c2c(=O)[nH]1	?	i	-1%	15%	-40%	9	-4%	0%	0%
Cc1ccc(C(=O)c2ccc([N+](=O)[O-])cc2)cc1C	1%	i	12%	21%	-19%	?	6%	0%	13%
COc1cc2c(cc1OC)C(c1ccc(N(C)C)cc1)NCC2 (configuration not stated)	-1%	i	-8%	.	-21%	-13	-7%	-5%	2%
CCC(C)N1C(=O)/C(=C/c2c(NCCCOC(C)C)nc3c(C)cccn3c2=O)SC1=S (configuration not stated)	4%	?	13%	-20%	0%	-16	14%	-2%	-2%
CCOC(=O)CN1C(=O)N[C@@H](c2ccccc2)C(C(=O)OC)=C1C	6%	i	7%	-2%	-12%	-5	2%	-9%	8%
COc1ccc(C(C(=O)NC(C)(C)C)n2c(=O)c(-c3ccco3)nc3ccccc32)cc1 (configuration not stated)	.	.	?	.	.	-18	-21%	.	?
Cc1ccc(S(=O)(=O)N2CCN(CC(=O)NC3CCCc4ccccc43)CC2)c(C)c1 (configuration not stated)	21%	i	-19%	-8%	-1%	?	-23%	?	-8%
CC(=O)Nc1cccc(NC(=O)CSc2nc3ccccc3o2)c1	-3%	i	23%	21%	-8%	28	3%	-5%	7%
O=C(N/N=C/c1ccc(O)cc1)c1cc(-c2ccc3c(c2)OCO3)n[nH]1	?	?	?	2%	-39%	?	?	1%	18%

Reformatted as labelled records: part of the list above.
compound: Cc1cc(CC(C)C)n(-c2nc3ccccc3c(=O)n2OCC(=O)N(C)C)n1
  MCF10A rerep: 3%; S2 tox: i; HT1080 IDH1KD tx: -1%; ATXN2 expr inh: 28%; HepG2 viability: 14%; IL-1B inflam inh: -14; HT1080-NT tox: -8%; SW480 rereplic: -3%; KB-3-1 tox: -1%
compound: Cc1ccc(C(=O)OCC(=O)Nc2ccc(Cl)cn2)s1
  MCF10A rerep: -1%; S2 tox: i; HT1080 IDH1KD tx: 0%; ATXN2 expr inh: 9%; HepG2 viability: -10%; IL-1B inflam inh: 18; HT1080-NT tox: 5%; SW480 rereplic: -18%; KB-3-1 tox: 10%

New compounds follow.
SMILES	MCF10A rerep	S2 tox	HT1080 IDH1KD tx	ATXN2 expr inh	HepG2 viability	IL-1B inflam inh	HT1080-NT tox	SW480 rereplic	KB-3-1 tox
CCOC(=O)C(=NO)C1=CSC2=NNC(C)(C)N12	.	?	-17%	.	-66%	-1	-8%	.	-7%
Cc1cc(C)cc(N(C(C)C(=O)Nc2c(C)n(C)n(-c3ccccc3)c2=O)S(C)(=O)=O)c1 (configuration not stated)	0%	i	15%	-14%	1%	1	13%	-2%	6%
COc1cc(NC(=O)C2(C)CCN2C(C)C)cc(OC)c1OC (configuration not stated)	.	i	-3%	14%	3%	-8	15%	.	0%
COC(=O)c1ccc(NC(=O)CSc2nnc(COc3c(C)cccc3C)o2)cc1	11%	i	0%	9%	-1%	0	10%	-1%	-4%
CCCCN1CC(=O)N2[C@@H]3c4cc(OC)ccc4OC[C@@H]3[C@H](C(=O)OCC)[C@]2(C)C1=O	-14%	i	-2%	5%	0%	-2	6%	0%	0%
CC(Sc1nc(NC(C)(C)C)nc(N(C)C)n1)C(=O)Nc1ccccc1 (configuration not stated)	-1%	i	0%	-12%	-3%	-102*	-2%	18%	-8%
Fc1ccc(-c2nc(Nc3ccc(F)c(Cl)c3)nc3c2COc2ccccc2-3)cc1	.	i	.	-1%	-3%	.	.	.	0%
COc1ccc(CCc2ccc3cc(OC)ccc3n2)cc1	4%	i	-25%	2%	-13%	-55*	-29%	5%	-3%
COc1ccc(NC(=O)N(C)C[C@H]2Oc3ncc(Br)cc3C(=O)N([C@H](C)CO)C[C@@H]2C)cc1	.	?	0%	8%	-2%	-6	1%	.	15%
COC(=O)C(NC(=O)c1ccc(F)cc1)(Nc1ncc(S(=O)(=O)c2ccc([N+](=O)[O-])cc2)s1)C(F)(F)F (configuration not stated)	?	i	?	-8%	-28%	-3	?	?	-12%
CN1/C(=C/C(=O)c2nc(S(C)(=O)=O)ncc2Cl)C(C)(C)c2ccccc21	?	.	4.6µM*	?	-122%	-100*	?	12µM*	?
O=C(CN1CCN(c2ccc(O)cc2)CC1)Nc1cc(S(=O)(=O)N2CCCC2)ccc1Cl	11%	i	-6%	-35%	-11%	-14	-2%	?	-19%
N#C/C(=C\c1ccc(N2CCOCC2)o1)c1nc2ccccc2[nH]1	3%	i	?	-19%	-11%	-21	?	-2%	-13%
COc1ccc(Cn2cccc(NC(=O)Nc3cccc(OC)c3)c2=O)cc1	?	i	-2%	-27%	-38%	?	-1%	14%	?
CCOc1ccc(Cl)cc1CNc1nnnn1C	4%	i	-11%	.	-2%	-10	3%	?	-2%
COc1ccccc1NC(=O)COC(=O)c1cc([N+](=O)[O-])ccc1N1CCCC1	25%	?	0%	.	-11%	1	-12%	-4%	-16%
Cc1ccc(OCCSc2nnc(-c3cccs3)n2C)cc1	-2%	?	8%	-2%	-20%	-3	0%	0%	-4%
Cc1nc2ccc(Br)cn2c1C(=O)N/N=C\c1ccccc1Cl	?	?	0%	-8%	-15%	6	-2%	?	-3%
C#CCN1C(=O)S/C(=C/c2cc(C)n(CC)c2C)C1=O	0%	i	0%	61%[activator]	-30%	-6	-2%	-1%	0%
Cc1cccc(N(CC(=O)NC2CCCCC2)C(=O)Cn2nnc(-c3ccc(C)o3)n2)c1	-2%	i	-1%	20%	9%	7	-2%	4%	1%
Cc1ccc(N(C(=O)CNC(=O)c2ccco2)C(C(=O)NC2CCCCC2)c2ccncc2)cc1F (configuration not stated)	-13%	i	-3%	-7%	-1%	-8	-2%	25%	1%
N#CCCN1CCN(S(=O)(=O)c2ccc(S(=O)(=O)NC3CCCCC3)cc2)CC1	-1%	i	0%	1%	-1%	-3	-2%	-2%	-1%
COCC(C)n1c(C)cc(C(=O)COC(=O)c2cnc(Cl)c(Cl)c2)c1C (configuration not stated)	1%	?	-6%	-7%	-5%	-11	-1%	-10%	12%
CCOC(=O)c1ccc(NC(=O)CCc2nc3cccnc3n2Cc2cccs2)cc1	.	i	.	-15%	-42%	.	.	.	1%
NC(=O)C1CCN(C(=O)C(Cc2ccccc2)NC(=O)c2ccccc2)CC1 (configuration not stated)	27%	i	10%	0%	1%	3	-1%[9.24 µM]	21µM*	-5%
c1ccc(CN2CCC3CC2c2cc(N4CCCCC4)ccc23)cc1 (configuration not stated)	.	i	5%	-15%	-7%	27	9%	.	-24%
CCOC(=O)c1c(CN2CCOCC2)n(-c2ccccc2)c2cc(Br)c(O)cc12	-1%	.	-8%	.	-17%	-15	6%	-22%	11%
Cc1c(NC(=O)c2ncn[nH]2)cccc1-c1nc2ccccc2s1	2%	i	6%	11%	1%	0	2%	.	10%
C=CCNC(=O)NC(=O)COC(=O)CNS(=O)(=O)c1ccc(F)c(F)c1F	2%	i	7%	.	0%	9	12%	-6%	-9%

Compounds as they come. Share with any hit: about 8.9%.
